Screening data (PubChem)
CF NFkB inh: blocks PAF-induced NF-kB reporter in cystic fibrosis cells; inhibition, % at 5 µM; hit rate 0.86% among 360,000; KKLEB NF-kB-GFP reporter, GFP fluorescence overnight;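 active = at least 50% inhibition at 5 µM, scaled per plate between neutral and stimulator controls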;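 note: PAF is a Pseudomonas aeruginosa culture filtrate used as stimulus; plate controls were PAF-stimulated DMSO wells for no effect and unstimulated DMSO wells for full effect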
MITF TRPM1 inh: inhibitors of MITF-driven TRPM1 promoter in melanoma cells | SK-MEL-5 TRPM1 promoter luciferase, 24 h | inhibition, % at 12.5 µM | hit rate 0.83% among 330,000 | AID 488899;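 active = mean inhibition across replicates of 60% or more, whatever share of single replicates reaches that level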; note: values of inactives mirror those of a sister screen read the other way
NR2E3 ag-1: activates human NR2E3 receptor; CHO-S Gal4-NCOR/VP16-NR2E3 two-hybrid, luciferase; inhibition of corepressor binding, % at 3.98 µM; AID 602229; Q9Y5X4; hit rate 0.35% among 360,000;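 active = inhibition above the mean of all tested compounds plus 3 SD, cut at about 70% in these data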;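 note: 0% = DMSO with NR2E3 transfected cells and 100% = cells lacking NR2E3 construct; higher means lower luciferase signal from less NR2E3 corepressor binding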
Target sequence (Q9Y5X4 whole entry, looked up, the tested form may be a part): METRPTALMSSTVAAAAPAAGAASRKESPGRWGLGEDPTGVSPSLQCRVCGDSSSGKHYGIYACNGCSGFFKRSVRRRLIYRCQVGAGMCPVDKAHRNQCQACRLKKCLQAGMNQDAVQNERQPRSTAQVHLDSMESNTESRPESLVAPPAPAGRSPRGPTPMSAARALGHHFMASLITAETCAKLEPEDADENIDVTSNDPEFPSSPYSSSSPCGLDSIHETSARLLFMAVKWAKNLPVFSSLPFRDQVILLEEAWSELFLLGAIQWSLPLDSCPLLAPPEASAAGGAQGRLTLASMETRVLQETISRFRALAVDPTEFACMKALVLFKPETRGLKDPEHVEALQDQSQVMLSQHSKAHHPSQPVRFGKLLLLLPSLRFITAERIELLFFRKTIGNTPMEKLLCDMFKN
NR2E3 ag-2: NR2E3 (human) agonism. AID 2300. GST-NR2E3/biotin-RetCOR TR-FRET, 1536-well. hit rate 0.12% among 320,000. Q9Y5X4. inhibition of corepressor binding, % at 4.78 µM;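 active = percent inhibition above the cutoff of mean plus 3 SD of all tested compounds, set per screening campaign, cut at about 20% in these data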;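 note: 0% = DMSO wells and 100% = biotin wells as full block of FRET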
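Material: NR2E3–RetCOR corepressor complex / Amount: 1.35 nM GST-NR2E3 / Medium: Tris pH 7.5 / Compound: single nominal compound dose of 4.8 µM / Incubation: 5 h at 4 °C / Technique: TR-FRET, Eu(K)-anti-GST donor, streptavidin-D2 acceptor, ex 340, em 617/671 nm / Read-out basis: percent loss of FRET ratio relative to control wells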
TWEAK-Fn14 inh: blocks TWEAK-Fn14 interaction in a reporter cell assay. AID 1159606. hit rate 2% among 360,000. TWEAK-stimulated Fn14 reporter cells, luciferase luminescence, 8 h. inhibition, % at 10 µM; in the data active = inhibition above about 50%
iPSC survival up: increases survival of single human iPS cells | survival enhancement, % at 20 µM | hiPSC single-cell survival, ATPlite luminescence; 100% = ROCK inhibitor wells, 0% = DMSO | hit rate 0.044% among 360,000; in the data active = survival enhancement above about 18%;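 note: cells exposed to compounds for 16 hours before the ATP read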
Peg3 prom inh: Peg3 promoter activity inhibition; HeLa PEG-Prom luciferase reporter, luminescence, overnight; hit rate 1.7% among 360,000; inhibition, % at 20 µM; AID 588405;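 active = inhibition of at least 50% at 20 µM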
Shn3 3UTR inh: reduces Shn3 3'UTR luciferase signal in osteoblasts. Clone20 osteoblast Shn3 3'UTR firefly luciferase, 24 h. inhibition, % at 12.5 µM. hit rate 0.52% among 360,000;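 active = mean inhibition of at least 75% with every replicate also reaching 75%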;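 note: 0% = median of neutral control wells and 100% = pilot-screen positive control compound; some compounds past the cut are filed as inactive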
HIF-2a block: HIF-2a inhibition; hit rate 0.72% among 360,000; inhibition, % at 18.8 µM; 786-0 RCC cells HIF-2a reporter, luciferase luminescence, overnight;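 active = inhibition of the luminescence signal of 40% or more relative to plate controls, in a single-dose primary screen at 18.75 µM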
KKLEB cytotox: counter-screen for CF NF-kB inhibitors: cytotoxicity; hit rate 0.36% among 360,000; activity change (cytotoxicity), % at 5 µM; AID 602141; KKLEB CF airway cells viability, ATPlite luminescence, overnight; stronger effect = lower value; cells stimulated with P. aeruginosa culture filtrate;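 active = corrected activity change at or below -50% at 5 µM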
aDG glyco act: increases alpha dystroglycan glycosylation; AID 624168; Pro5-aDG cells, alpha-DG glycosylation AlphaScreen (IIH6); 0% Pro5, 100% B10-LARGE cell signal; activation, % at 10 µM; hit rate 0.22% among 360,000;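 active = activation of at least 8% versus controls, or a plate z-score of at least 8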;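 note: Pro5 are CHO cells carrying HIG-tagged alpha-DG that lacks glycosylation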
Numbers without * were called inactive; x = no result given; & = joins results of further samples. An unsorted share of the library; about 4.4% have a hit in one of these screens.

SMILES	CF NFkB inh	MITF TRPM1 inh	NR2E3 ag-1	NR2E3 ag-2	TWEAK-Fn14 inh	iPSC survival up	Peg3 prom inh	Shn3 3UTR inh	HIF-2a block	KKLEB cytotox	aDG glyco act
CCN(c1ccccc1)S(=O)(=O)c1ccc(Cl)c(C(=O)NCCc2ccc(OC)cc2)c1	1	18	-6	-1	-5	-1.0	10	6	15	-4	0.0
O=C(C1CCN(C2CCN(Cc3ccc4c(c3)CCO4)CC2)CC1)N1CCCC1	-18	-6	-5	2	2	-0.3	7	1	7	8	0.1
Cc1ccc(Nc2c(-c3ccc(N4CCOCC4)cc3)nc3cnccn23)cc1	-7	-30	-1	1	-13	0.0	-70	-14	-87	-10	0.2
CC1(C)CC2CC(C)(CN2C(=O)COC(=O)c2cccnc2Cl)C1 (stereo not drawn)	-6	-5	-24	x	5	-0.3	26	7	4	7	0.3
C=CCn1c(COc2ccc(F)cc2)nnc1SCC(=O)NC(=O)NCc1ccco1	15	-9	-15	0	26	-0.2	4	-3	15	5	0.1
COc1cc(NC(=O)C/C(C)=N/NC(=O)C(=O)NCCO)c(OC)cc1Cl	8	-5	-23	-1	-24	0.0	13	21	15	0	-0.1
CC(C)C1CC2=C(C(=O)OC(C)(C)O2)C(c2ccc(F)cc2)O1 (stereo not drawn)	-10	x	14	x	5	4.0	4	6	1	0	0.0
CC(C)N(Cc1ccccc1)C(=O)COC(=O)c1c(F)cccc1F	26	-4	-23	x	2	7.6	-1	-15	8	-8	0.9
Cc1ccc(S(=O)(=O)NCc2ccco2)cc1C	6	-13	-3	4	3	2.6	8	-11	-4	5	0.0
CC(C)(C)c1ccc(NC(=O)COC(=O)c2ccc3ncsc3c2)cc1	32	15	-11	-1	21	0.1	-26	-4	27	5	0.0
O=[N+]([O-])c1cccnc1Sc1ccccc1Cl	24	2	-14	5	3	1.4	9	-9	16	-16	-0.3
Cn1nccc1C(=O)NC1CCCc2c1cnn2-c1cc(F)cc(F)c1 (stereo not drawn)	-45	-6	40	0	-3	-0.6	-75	34	-117	9	0.5
CCOCCCNC(=O)c1cn2c3c(ccc(Cl)c3c1=O)OC(C)C2 (stereo not drawn)	0	5	9	x	-5	1.0	12	-9	16	-3	0.0
CC(C)Oc1ccc(Cl)cc1Nc1nc(NCCO)nc(N2CCCC2)n1	-3	-2	-5	5	8	3.0	20	0	10	6	0.2
CCN(CC)S(=O)(=O)c1cccc(C(=O)NCC2(N3CCOCC3)CCCCC2)c1	-14	-7	8	x	-4	0.1	-1	-4	17	19	1.0
CSc1ccc(CN2CCC(C)(Oc3ccccc3C)C2)cc1 (stereo not drawn)	-3	x	-30	x	-2	2.0	-4	-9	9	3	0.0
CCCCN1C(=O)CC(N2CCOCC2)C1=O (stereo not drawn)	-4	-4	-4	-1	-10	1.8	0	5	11	1	-0.1
CC(C)(C)c1ccc(-c2nnc(SCC(=O)Nc3sc4c(c3C#N)CCCC4)o2)cc1	-2	0	-1	-1	31	0.0	-10	-4	-21	7	0.0
O=C(C(Cc1ccccc1)n1cccc1)N1CCN(c2cccc(Cl)c2)CC1 (stereo not drawn)	-2	x	-15	4	24	-0.6	26	34	13	1	-0.2
O=C(Cn1cc(C(F)(F)F)ccc1=O)Nc1ccc(N2CCOCC2)cc1	-10	-1	5	11	17	1.7	33	8	12	2	0.4
CC(C)(CO)Cc1cc(C(C)(C)C)c(O)c(C(C)(C)C)c1	37	-33	1	2	2	0.5	1	14	14	9	-0.1
COc1cc2ccc(=O)oc2c(O[C@@H]2O[C@H](CO)[C@@H](O)[C@H](O)[C@H]2O)c1O	-16&4	-6&4	0&-32	0	-6&-6	-2.3&0.3	5&6	6&-9	6&17	2&8	0.1&0.0
COc1ccc(OCc2nnc(SCC(=O)Nc3oc(C)c4c(C)n[nH]c(=O)c34)n2C)cc1	13	x	-19	x	4	1.0	-2	20	6	11	-0.2
Cc1ccccc1OC(=O)c1cccnc1	10	8	4	x	1	0.4	9	-24	6	1	0.3
CCOc1ccccc1C(O)C1=CC(=O)c2ccccc2C1=O (stereo not drawn)	2	29	-20	x	41	-0.8	-10	5	22	-2	0.3
SMILES	CF NFkB inh	MITF TRPM1 inh	NR2E3 ag-1	NR2E3 ag-2	TWEAK-Fn14 inh	iPSC survival up	Peg3 prom inh	Shn3 3UTR inh	HIF-2a block	KKLEB cytotox	aDG glyco act
Fc1ccc(OCc2nnc(-c3ccccc3Br)o2)c(Cl)c1	-8	-85	-96	-5	-45	-0.2	-330	-110	-306	1	1.0
CCOC(=O)c1c(N)ssc1=S	3	-3	-23	-3	1	-2.1	-11	1	-57	-2	-0.2
Cc1ccc(S(=O)(=O)Nc2c(C)[nH]c(=O)[nH]c2=O)cc1C	-13	6	1	2	8	-2.0	16	18	10	8	0.0
O=C(NNC1=NC2(CCCC2)Cc2ccccc21)c1cccnc1	8	5	-17	3	1	-0.3	8	-15	28	-1	0.1
CC(C)N(Cc1nc(-c2ccc(Cl)cc2)no1)C(=O)c1cccs1	3	11	-6	3	-1	-0.6	5	23	1	4	0.1
CC(C)(C)NC(=O)NC(=O)CSc1ccc(S(=O)(=O)N2CCCCC2)cn1	2	2	-19	4	20	0.7	5	-10	7	-12	0.3
O=C1C2C3C=CC([C@@H]2C(=O)N1c1nccs1)C31CC1 (stereo partly drawn)	-8	2	3	-2	19	-0.2	5	-11	12	-7	-0.1
Cc1cc(C)cc(C(=O)N2CCN(c3ccccn3)CC2)c1	-18	-3	-21	8	-26	-0.4	-14	0	2	2	-0.1
O=C1C2CC=CCC2C(=O)N1Cc1nnc(-c2ccccc2Br)o1 (stereo not drawn)	2	-29	-26	2	-18	-0.6	-29	-25	-29	-9	0.0
O=C1NCCN1Cc1ccc(Cl)cc1	5	3	-6	2	-6	-0.6	11	5	15	-14	-0.3
O=C(CCC(=O)Nc1ccc(F)cc1)N/N=C/c1ccc(O)cc1	-6	10	-33	3	16	-0.4	4	5	16	-7	-0.2
O=C(Nc1cccc(-c2cn3ccsc3n2)c1)c1ccccc1	-9	-20	-58	-1	-13	-2.4	-71	-4	-82	2	0.6
CC(C)[C@@H](C(=O)OCC(=O)Nc1ccc2c(c1)OCO2)N1C(=O)c2ccccc2C1=O	-10	4	3	-4	-16	-1.3	15	6	10	2	0.3
O=C(Cn1ccc2ccccc2c1=O)NCC(=O)Nc1ccc(F)cc1F	7	-5	-6	3	1	0.0	3	-19	8	-1	0.0
Cc1sc(NC(=O)C2CSC3(C)CCC(=O)N23)nc1-c1ccc(F)cc1 (stereo not drawn)	18	24	-29	5	26	0.3	26	19	7	-17	-0.3
Cc1ccc(CNC(=O)c2cc3c(-c4ccc(Cl)cc4)nn(C)c3s2)o1	-134	27	-20	-2	16	-2.1	22	19	9	-13	0.1
C=CCC(C)(NCc1ccccc1)c1ccco1 (stereo not drawn)	-4	1	-1	2	0	3.7	12	-4	11	4	0.2
Cc1cc(C)c(S(C)(=O)=O)c(Oc2ccc(F)cc2)n1	6	-2	-7	3	-12	0.9	-17	6	-11	-5	0.2
O=C1CCCc2nc(NCc3ccco3)ncc21	6	8	-21	-2	-1	-0.4	-22	-18	-39	4	-0.1
CCOc1ncccc1C(=O)Nc1ccc(S(=O)(=O)N2CCCC2)cc1	1	-14	11	0	-5	-1.7	1	3	-17	4	0.0
CCCC(=O)c1c[nH]c(C(=O)NCCc2ccccn2)c1	-1	-9	-9	-1	-16	0.1	-23	-14	-54	-1	-0.3
CC1(C(=O)N/N=C/c2ccccc2)CC1(Br)Br (stereo not drawn)	-34	-13	5	1	-16	-0.5	-20	-11	-39	-3	-0.1
C/C(Cn1nnc([N+](=O)[O-])n1)=N\NC(=O)c1ccccc1Cl	7	53	-37	1	15	-0.4	0	6	2	8	1.2
O=C(c1ccccc1)N(C(=O)c1ccccc1)c1ncnc2c1C(c1ccccc1)c1c(ccc3ccccc13)O2 (stereo not drawn)	56*	8	-34	3	47	-0.5	78*	21	21	-4	0.6
NC(=O)C(CCc1nc2ccccc2[nH]1)NS(=O)(=O)c1ccccc1 (stereo not drawn)	3	x	-12	x	7	2.6	30	13	4	0	0.0

Profiles as entered above:
Results for `O=C1NCCN1Cc1ccc(Cl)cc1` → CF NFkB inh = 5; MITF TRPM1 inh = 3; NR2E3 ag-1 = -6; NR2E3 ag-2 = 2; TWEAK-Fn14 inh = -6; iPSC survival up = -0.6; Peg3 prom inh = 11; Shn3 3UTR inh = 5; HIF-2a block = 15; KKLEB cytotox = -14; aDG glyco act = -0.3
Results for `O=C(Nc1cccc(-c2cn3ccsc3n2)c1)c1ccccc1` → CF NFkB inh = -9; MITF TRPM1 inh = -20; NR2E3 ag-1 = -58; NR2E3 ag-2 = -1; TWEAK-Fn14 inh = -13; iPSC survival up = -2.4; Peg3 prom inh = -71; Shn3 3UTR inh = -4; HIF-2a block = -82; KKLEB cytotox = 2; aDG glyco act = 0.6

Next results:
SMILES	CF NFkB inh	MITF TRPM1 inh	NR2E3 ag-1	NR2E3 ag-2	TWEAK-Fn14 inh	iPSC survival up	Peg3 prom inh	Shn3 3UTR inh	HIF-2a block	KKLEB cytotox	aDG glyco act
CC(=O)Nc1ccc(OCC(O)Cn2nc(C)c(C)c2C)cc1 (stereo not drawn)	-12	1	-25	-3	-4	1.1	9	-5	18	3	-0.1
CC(=O)N1C[C@H]2CON(C)[C@H]2C[C@H]1c1cccc(-c2ccccc2)c1	-10	-5	-25	x	2	12	-6	2	9	10	0.1
Cc1ccc(NC(=O)CN(C)C(=O)c2ccc(OCc3cn4ccccc4n3)cc2)cc1	-7	3	-8	2	-3	0.4	-53	-10	-77	-10	0.0
O=C(COc1ccc(Cl)cc1)Nc1nnc(-c2ccc3c(c2)CCCC3)o1	19	-33	-18	0	-94	-0.7	-182	-33	-137	-14	-0.1
CCc1nc(SCC(=O)Nc2nnc(CC(C)C)s2)n[nH]1	1	0	8	2	9	1.1	2	3	13	8	0.2
CCOC(=O)[C@]12CCCC=C1N(Cc1ccc(Cl)cc1Cl)C(=O)[C@H](CC(=O)NCc1ccc(C)o1)C2	x	x	11	x	18	-0.5	x	x	-12	x	-0.2
C[C@@]12CC(=O)NC1N(C(=O)c1cccc(C(F)(F)F)c1)C(c1ccccc1O)C2 (stereo partly drawn)	1	4	-15	2	7	1.4	-2	-4	16	3	-0.1
N#Cc1c(NC(=O)CSc2nnnn2C2CCCCC2)sc2c1CCCC2	5	-3	-1	-1	9	-0.2	5	-11	-24	-7	0.2
COc1cccc(/C=N/Nc2ncc(C(F)(F)F)cc2Cl)c1O	35	32	66	2	-38	-3.0	-38	90*	-130	-24	0.7
CCOc1ccc(N2CC(C(=O)NNC(=O)c3ccc(Br)cc3)CC2=O)cc1 (stereo not drawn)	-14	5	-26	2	-6	0.2	-6	23	2	5	0.1
O=C(O)c1cccc2c1C(=O)N(CC1CCCO1)C2 (stereo not drawn)	9	5	21	1	-7	-0.7	2	7	10	11	0.0
O=C(c1cc([N+](=O)[O-])[nH]n1)N1CCSCC1	8	-3	-6	1	-1	0.0	15	5	14	-7	0.0
CCOC(=O)/C(C#N)=C\c1ccc(OC)c(OC)c1	11	5	-25	1	-11	-0.6	6	0	2	1	0.4
